Screening results: PubChem BioAssay, National Center for Advancing Translational Sciences (NCATS)
hERG WT inh: qHTS for Inhibitors of KCHN2 3.1: Wildtype qHTS; Voltage-gated inwardly rectifying potassium channel KCNH2 (Homo sapiens), Q12809; U2OS, BacMam KCNH2, thallium flux FluxOr; active compounds read low; activity change, % at 1.84 µM; hit rate 0.37% among 340,000; AID 720551, 2013;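 active means maximum activity change below -70%; inconclusive means maximum activity change between -70% and -50%; inactive means maximum activity change above -50%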; further: on the % scale 0 is the no-effect control and ±100 the full control effect
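U2OS cells were transduced with wild-type KCNH2 virus (2.03 x 10^8 / mL) for 4 h at room temperature, then cultured overnight at 37 C. Thallium flux was read with FluxOr dye. Rate constants were normalized to DMSO controls.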
GALK inh: qHTS Assay for Inhibitors of Human Galactokinase (GALK) | hit rate 0.007% among 270,000 | P51570 | Potency, µM (series often up to 57.5 µM), without a hit: at the top dose activity change, negative = inhibition, most hits filed as inhibitors | Purified GALK, Kinase-Glo residual ATP luminescence; further: potency means the concentration at half of the fitted maximal effect; on the % scale 0 is the no-effect control and ±100 the full control effect
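Galactose (100 uM) and ATP (35 uM) were turned over by 5 nM GALK for 1 h at RT. Kinase-Glo Plus then converted the remaining ATP into a luminescent signal.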
AT treatment: qHTS Assay for Identifying a Potential Treatment of Ataxia-Telangiectasia | […] A-T fibroblasts, KAP-1 phosphorylation AlphaLISA; neocarzinostatin DNA damage 30 min before lysis | Potency, µM (top dose mostly 57.5 µM), without a hit: at the highest dose activation, actives largely listed as activators | hit rate 0.19% among 320,000 | AID 485349, 2010; further: potency means the concentration at half of the fitted maximal effect; % of control where 0% means no effect; nearly all actives have a fitted effect of over 45% in size
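ATM-like activity read as KAP-1 phosphorylation via AlphaLISA donor/acceptor antibody pairs after lysis and 6 hr at 25C. Cells were ATM-null patient fibroblasts ([…], hTERT), dosed 60 min, then exposed to the DSB inducer NCS for 30 min.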
Giardia killer: Small Molecules that selectively kill Giardia lamblia: qHTS; Giardia lamblia trophozoite viability; activity change, % at 7.66 µM, hits read low; hit rate 0.15% among 340,000; AID 540267, 2011; in the data active means activity change below about -80%; inconclusive means between about -30% and that limit;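 further: parasites exposed to compound for two days anaerobically before the ATP read; on the % scale 0 is the no-effect control and ±100 the full control effect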
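Giardia trophozoites, 100 cells per well, were exposed to compounds for 48 hrs at 37 deg C under anaerobic conditions; viability was then read as ATP content by bioluminescence after 15-30 min at room temperature.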
Tb PFK inh: qHTS Assay to Find Inhibitors of T. brucei phosphofructokinase. ATP-dependent 6-phosphofructokinase (Trypanosoma brucei brucei), O15648. T. brucei PFK, ADP-Glo luminescence. Potency, µM (titrated, usually from 57.5 µM), for inactives: at the top dose activity, negative = inhibition, actives largely listed as inhibitors. hit rate 0.17% among 330,000. AID 485367, 2010;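 further: potency means the concentration at half of the fitted maximal effect; 0% = uninhibited 1x PFK enzyme wells and -100% = no-enzyme wells; nearly all actives have a fitted effect of over 60% in size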
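Luminescent ADP detection (ADP-Glo, two-step: ATP depletion then ADP-to-ATP conversion for luciferase) reported PFK activity after 45 min room-temperature reaction of 1.25 nM enzyme with 0.5 mM F6P and 0.1 mM ATP at pH 8.0.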
Coupling enz: qHTS Assay for Inhibitors of Fructose-1,6-bisphosphate Aldolase from Giardia Lamblia: Coupling assay counterscreen; activity change, negative = inhibition, % at 58.2 µM, hits read low; coupling enzyme system counterscreen, AmpLite Red fluorescence; hit rate 0.67% among 290,000; in the data active means activity change below about -30%; further: on the % scale 0 is the no-effect control and ±100 the full control effect
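Counterscreen lacking aldolase: glyceraldehyde-3-phosphate coupling-enzyme reagent preincubated 10 min at RT with compound (at 57.5 uM final), then substrate/coupling system with AmpLite Red added; fluorescence read at 525/598 nm after 20 min RT.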
CXXC DNA block: qHTS Fluorescence Polarization Assay for Inhibitors of MLL CXXC domain - DNA interaction | Histone-lysine N-methyltransferase 2A (Homo sapiens), Q03164 | AID 2662, 2010 | hit rate 0.037% among 290,000 | Potency, µM (doses to about 115 µM), inactives show at the top dose activity change, negative = inhibition, hits mostly inhibitors | MLL-CXXC / FITC-HOXA9 DNA fluorescence polarization; active means well fitted inhibition curve with a large enough effect in the polarisation, with a control signal flat, not every such curve was filed as active; inconclusive means small, poorly fitted or top-dose-only effect, or effect the other way, or a change in a side signal; inactive means no such curve, though single readings can be large or run the other way; the % refers to the polarisation; further: potency means the concentration at half of the fitted maximal effect
Target sequence (Q03164 whole entry, looked up, the tested form may be a part): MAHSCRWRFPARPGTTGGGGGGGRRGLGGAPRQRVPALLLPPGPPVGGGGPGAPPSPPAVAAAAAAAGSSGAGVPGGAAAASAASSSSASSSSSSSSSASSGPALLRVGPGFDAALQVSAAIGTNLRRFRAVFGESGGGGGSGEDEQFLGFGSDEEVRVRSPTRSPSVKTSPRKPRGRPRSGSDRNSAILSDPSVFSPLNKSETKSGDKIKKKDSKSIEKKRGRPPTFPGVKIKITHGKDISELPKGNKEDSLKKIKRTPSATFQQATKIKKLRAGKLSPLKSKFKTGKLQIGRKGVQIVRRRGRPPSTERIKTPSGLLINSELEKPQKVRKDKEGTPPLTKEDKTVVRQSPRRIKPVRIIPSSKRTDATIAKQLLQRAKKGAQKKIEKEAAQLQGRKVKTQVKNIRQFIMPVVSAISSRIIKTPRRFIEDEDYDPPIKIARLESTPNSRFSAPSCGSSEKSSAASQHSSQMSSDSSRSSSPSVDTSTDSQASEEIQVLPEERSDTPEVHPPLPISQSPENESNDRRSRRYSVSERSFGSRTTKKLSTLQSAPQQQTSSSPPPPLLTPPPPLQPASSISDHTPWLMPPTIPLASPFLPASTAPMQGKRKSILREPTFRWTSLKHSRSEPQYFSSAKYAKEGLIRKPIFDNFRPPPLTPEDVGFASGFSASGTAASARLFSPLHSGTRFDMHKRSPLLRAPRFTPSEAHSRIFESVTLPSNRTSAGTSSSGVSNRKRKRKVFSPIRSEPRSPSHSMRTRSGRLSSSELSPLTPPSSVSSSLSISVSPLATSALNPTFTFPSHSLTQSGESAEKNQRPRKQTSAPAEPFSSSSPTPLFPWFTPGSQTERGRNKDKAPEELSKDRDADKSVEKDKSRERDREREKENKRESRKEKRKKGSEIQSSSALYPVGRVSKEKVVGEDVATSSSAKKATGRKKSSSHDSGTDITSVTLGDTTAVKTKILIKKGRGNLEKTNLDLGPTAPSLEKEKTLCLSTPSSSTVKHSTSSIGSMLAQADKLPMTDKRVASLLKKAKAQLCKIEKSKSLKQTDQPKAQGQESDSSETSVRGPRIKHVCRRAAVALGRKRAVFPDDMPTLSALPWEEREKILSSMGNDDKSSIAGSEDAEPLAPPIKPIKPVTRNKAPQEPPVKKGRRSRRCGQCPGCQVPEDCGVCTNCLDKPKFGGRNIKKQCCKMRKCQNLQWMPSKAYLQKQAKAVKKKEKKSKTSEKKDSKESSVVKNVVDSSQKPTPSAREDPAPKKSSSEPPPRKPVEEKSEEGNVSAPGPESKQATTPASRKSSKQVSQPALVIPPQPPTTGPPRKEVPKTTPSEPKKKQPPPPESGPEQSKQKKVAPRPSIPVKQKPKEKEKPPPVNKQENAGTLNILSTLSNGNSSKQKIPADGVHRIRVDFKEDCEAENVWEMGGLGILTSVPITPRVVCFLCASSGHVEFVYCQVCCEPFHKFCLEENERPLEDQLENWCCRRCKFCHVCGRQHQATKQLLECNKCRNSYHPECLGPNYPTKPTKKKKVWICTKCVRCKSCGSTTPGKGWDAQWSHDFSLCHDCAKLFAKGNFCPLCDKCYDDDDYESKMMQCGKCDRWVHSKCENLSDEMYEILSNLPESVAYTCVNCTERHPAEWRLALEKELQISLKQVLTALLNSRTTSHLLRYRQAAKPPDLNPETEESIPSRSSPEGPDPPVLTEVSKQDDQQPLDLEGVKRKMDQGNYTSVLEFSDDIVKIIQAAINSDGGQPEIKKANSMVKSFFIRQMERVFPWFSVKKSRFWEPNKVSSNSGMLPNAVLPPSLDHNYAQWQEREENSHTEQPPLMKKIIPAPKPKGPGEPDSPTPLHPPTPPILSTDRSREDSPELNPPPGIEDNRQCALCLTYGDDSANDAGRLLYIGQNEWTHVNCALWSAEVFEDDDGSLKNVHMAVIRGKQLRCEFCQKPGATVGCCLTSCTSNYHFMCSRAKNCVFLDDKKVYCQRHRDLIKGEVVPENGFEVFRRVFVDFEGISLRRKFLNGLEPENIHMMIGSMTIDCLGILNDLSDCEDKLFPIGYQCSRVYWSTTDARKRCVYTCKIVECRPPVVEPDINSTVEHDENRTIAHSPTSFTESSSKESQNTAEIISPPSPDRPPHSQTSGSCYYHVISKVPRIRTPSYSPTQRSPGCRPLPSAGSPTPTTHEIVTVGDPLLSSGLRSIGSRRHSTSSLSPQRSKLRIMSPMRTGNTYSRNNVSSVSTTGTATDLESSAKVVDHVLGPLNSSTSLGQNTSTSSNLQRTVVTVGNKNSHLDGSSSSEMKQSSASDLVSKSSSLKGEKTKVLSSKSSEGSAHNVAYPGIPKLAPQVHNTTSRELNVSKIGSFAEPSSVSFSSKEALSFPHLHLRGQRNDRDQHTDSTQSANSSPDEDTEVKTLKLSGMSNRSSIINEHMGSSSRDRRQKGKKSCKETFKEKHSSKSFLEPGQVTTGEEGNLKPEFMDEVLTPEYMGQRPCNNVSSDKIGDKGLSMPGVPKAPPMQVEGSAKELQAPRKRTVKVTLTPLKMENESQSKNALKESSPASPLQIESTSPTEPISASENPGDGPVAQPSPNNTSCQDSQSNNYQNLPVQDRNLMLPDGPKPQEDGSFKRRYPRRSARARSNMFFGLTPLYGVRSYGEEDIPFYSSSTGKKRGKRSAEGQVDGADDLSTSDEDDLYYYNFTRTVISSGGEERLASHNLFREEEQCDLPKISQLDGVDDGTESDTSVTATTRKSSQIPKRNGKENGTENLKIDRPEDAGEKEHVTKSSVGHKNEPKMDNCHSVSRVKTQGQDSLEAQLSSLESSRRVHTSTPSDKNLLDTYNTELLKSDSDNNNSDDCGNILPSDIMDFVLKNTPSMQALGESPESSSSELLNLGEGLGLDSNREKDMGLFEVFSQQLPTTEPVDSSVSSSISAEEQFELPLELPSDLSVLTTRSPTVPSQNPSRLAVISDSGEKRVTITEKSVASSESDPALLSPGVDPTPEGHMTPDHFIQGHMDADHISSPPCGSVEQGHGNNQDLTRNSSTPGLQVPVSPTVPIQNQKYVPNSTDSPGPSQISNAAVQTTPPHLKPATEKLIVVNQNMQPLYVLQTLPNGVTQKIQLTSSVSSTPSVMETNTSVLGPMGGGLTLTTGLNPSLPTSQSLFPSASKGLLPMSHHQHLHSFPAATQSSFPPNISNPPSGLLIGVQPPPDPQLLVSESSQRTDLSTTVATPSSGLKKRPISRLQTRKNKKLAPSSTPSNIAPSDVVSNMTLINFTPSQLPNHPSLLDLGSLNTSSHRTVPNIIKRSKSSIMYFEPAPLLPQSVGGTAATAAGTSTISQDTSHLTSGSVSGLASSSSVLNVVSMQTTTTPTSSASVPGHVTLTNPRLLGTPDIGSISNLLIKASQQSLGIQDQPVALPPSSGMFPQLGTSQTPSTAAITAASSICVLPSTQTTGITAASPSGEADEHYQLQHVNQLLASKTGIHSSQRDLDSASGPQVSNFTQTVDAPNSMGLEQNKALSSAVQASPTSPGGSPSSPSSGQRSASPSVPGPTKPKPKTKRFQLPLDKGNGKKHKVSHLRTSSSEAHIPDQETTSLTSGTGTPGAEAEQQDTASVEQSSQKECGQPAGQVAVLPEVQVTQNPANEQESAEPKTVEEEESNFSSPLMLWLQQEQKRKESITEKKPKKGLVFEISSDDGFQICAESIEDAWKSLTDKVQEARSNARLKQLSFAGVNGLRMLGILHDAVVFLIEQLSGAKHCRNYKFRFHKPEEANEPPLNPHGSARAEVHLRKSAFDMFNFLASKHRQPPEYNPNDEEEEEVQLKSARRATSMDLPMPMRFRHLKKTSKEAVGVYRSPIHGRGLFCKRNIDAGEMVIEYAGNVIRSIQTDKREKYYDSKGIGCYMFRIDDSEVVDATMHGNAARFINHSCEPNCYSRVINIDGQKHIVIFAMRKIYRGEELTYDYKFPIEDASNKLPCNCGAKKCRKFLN
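Purified MLL-CXXC (added from a 7 uM solution) was preincubated 5 min at ambient with pinned compounds in 50 mM Tris-HCl pH 7.5, 50 mM NaCl, 1 mM DTT, 0.05% BSA. Fluorescein-labeled HOX-A9 DNA (50 nM solution) followed, 30 min, then polarization read.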
TSHR antag: Antagonists of the Thyroid Stimulating Hormone Receptor: HTS campaign; Thyrotropin receptor (Homo sapiens), P16473; activity change, negative = inhibition, % at 11.5 µM; TSHR-expressing cells, TSH-stimulated cAMP HTRF, 2 h; active compounds read low; hit rate 0.2% among 330,000; AID 504810, 2011;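 active means activity change below a set negative limit, meaning inhibition stronger than a set level, cut at about -70% in these data; inconclusive means activity change between two set negative limits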; further: on the % scale 0 is the no-effect control and ±100 the full control effect
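TSHR-expressing cells were treated with compounds, then stimulated with TSH at EC80 (4nM final) for 2 hours at 37 deg C. Cellular cAMP was measured by HTRF competition between lysate cAMP and cAMP-d2 for a cryptate-labelled anti-cAMP antibody.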
BCR signal inh: qHTS Assay to Find Inhibitors of Chronic Active B-Cell Receptor Signaling; ABC-DLBCL IkBa-CBG/CBR reporter, luminescence ratio, 4 h; Potency, µM (titrated, usually from 46.1 µM), without a hit: top-dose ratio change, negative = lower green/red ratio, usual class: inhibitors; hit rate 0.05% among 340,000; active means well fitted inhibition curve with a large enough effect in the signal ratio, with a control signal flat, not every such curve was filed as active; inconclusive means small, poorly fitted or top-dose-only effect, or effect the other way, or a change in a side signal; the % refers to the signal ratio;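 further: potency means the concentration at half of the fitted maximal effect; plate controls were basal doxycycline-induced cells for no effect and cells given 10 µM MG132 for full effect; MG132 reads +100%, hits lower the ratio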
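TMD8 ABC-DLBCL cells carrying doxycycline-inducible green luciferase fused to IkappaBalpha plus unfused red luciferase were exposed to compounds (up to 46 uM) for 4 hrs at 37C. Activity came from the overlap-corrected green/red luminescence ratio.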
TCR activator: Activators of T cell receptors: qHTS campaign | primary human leukocytes, anti-CD3, IL-2 HTRF, 48 h | 330,000 tested, under 10 active | AID 504894, 2011 | Potency, µM (highest dose often 9.22 µM), without a hit: top-dose activation of IL-2 secretion, hits mostly activators; further: % of control where 0% means no effect
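IL-2 produced over 48 hr by a-CD3 bead-stimulated primary human leukocytes exposed to compounds was detected with a homogeneous time-resolved FRET immunoassay, 665nm acceptor signal after 320nm excitation.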
* hit, by the source's call; [ ] = remark or other dose. Unless noted, the call rests on the fitted dose curve; in most records, active means well fitted curve in the direction sought with a large enough effect; inconclusive means small, poorly fitted or top-dose-only effect, or another doubt; inactive means no such curve, though single readings can be large; an effect the other way counts as inactive or inconclusive.

Screening Cn1c(=O)n(Cc2ccccc2F)c2ccccc21 returned hERG WT inh -0.1, GALK inh 3.4%, AT treatment -7.4%, Giardia killer -3.2, Tb PFK inh -3.4%, Coupling enz 0.9, CXXC DNA block -2.3%, TSHR antag 13.6 and BCR signal inh inconclusive.
`Cc1ccccc1C(=O)Nc1ccnn1C1CCN(C(=O)c2cnsn2)CC1` gave hERG WT inh -0.7, GALK inh 4.7%, AT treatment 2.6%, Giardia killer -12.9, Tb PFK inh 0.5%, Coupling enz 2.9, CXXC DNA block -6.6%, TSHR antag 1.3, BCR signal inh -3.3% and TCR activator 7.4%.
For Cc1ccccc1NC(=O)CNc1ccc(Cl)c(C(F)(F)F)c1 the results were hERG WT inh -4.6, GALK inh 0.4%, AT treatment -0.8%, Giardia killer -17.8, Tb PFK inh -15.0%, Coupling enz 0.0, CXXC DNA block -3.5%, TSHR antag 23.1, BCR signal inh inconclusive and TCR activator 4.2%[46.1 µM].
For CC(=O)C(=Nc1ccccc1Cl)NNc1ccc(Cl)cc1 the results were hERG WT inh -7.8, GALK inh -2.8%, AT treatment -1.8%, Giardia killer -1.8, Tb PFK inh inconclusive, Coupling enz -0.7, CXXC DNA block -4.6%, TSHR antag 12.3, BCR signal inh inconclusive and TCR activator -0.3%[46.1 µM].
For O=C(O)CCCn1cc(NC(=O)COc2ccc(F)cc2F)cn1 the results were hERG WT inh -7.5, GALK inh -3.6%, AT treatment -1.6%, Giardia killer -24.6, Tb PFK inh 2.0%, Coupling enz 0.0, CXXC DNA block -1.8%, TSHR antag 23.7, BCR signal inh -0.3% and TCR activator 1.7%.
Screening Cc1cccc(N2C(=O)CC(Cn3nc(C)cc3C)C2=O)c1 (stereo not given) returned hERG WT inh 2.4, GALK inh 0.5%, AT treatment -4.5%, Giardia killer -8.1, Tb PFK inh inconclusive, Coupling enz 2.0, CXXC DNA block -6.7%, TSHR antag -2.5, BCR signal inh -1.1% and TCR activator 1.0%.
For COc1ccc(C(=O)N/C(=C/c2cccc3ccccc23)C(=O)NCCc2c[nH]c3ccccc23)cc1OC the results were hERG WT inh -4.3, GALK inh 3.4%, AT treatment 11.4%, Giardia killer -12.6, Tb PFK inh 5.4%, Coupling enz -2.3, CXXC DNA block 18.8%, TSHR antag -7.4, BCR signal inh -8.3% and TCR activator 1.7%[46.1 µM].
Cn1c(SCC(=O)c2ccc(O)c(O)c2)nnc1-c1cccs1 was read as hERG WT inh -8.0, GALK inh -2.6%, AT treatment -2.6%, Giardia killer -10.6, Tb PFK inh -9.2%, Coupling enz 3.0, CXXC DNA block -4.7%, TSHR antag 7.3, BCR signal inh inconclusive and TCR activator -3.9%.
Screening Cc1ccc(C(=O)OCC(=O)NCC(F)(F)F)cc1C returned hERG WT inh -23.5, GALK inh 1.5%, AT treatment 4.3%, Giardia killer 4.1, Tb PFK inh 0.0%, Coupling enz 1.2, CXXC DNA block 24.2%, TSHR antag 3.1, BCR signal inh -0.6% and TCR activator -1.7%[46.1 µM].
For COc1ccc(S(=O)(=O)Nc2cc3c4c(oc3c3ccccc23)CCCC4=O)cc1 the results were hERG WT inh -8.1, GALK inh 0.6%, AT treatment -2.8%, Giardia killer 0.4, Tb PFK inh 2.8%, Coupling enz 5.6, CXXC DNA block -0.3%, TSHR antag 5.4, BCR signal inh inconclusive and TCR activator 2.5%.
For Cc1cccc(C(=O)c2ccccc2C(=O)O)c1 the results were hERG WT inh -6.8, AT treatment 2.7%, Giardia killer -3.0, Tb PFK inh 10.8%, Coupling enz 3.1, CXXC DNA block 0.7%, TSHR antag 5.1, BCR signal inh 10.4% and TCR activator 7.7%.
`C/C(=N/NC(=O)CNC(=O)C1COc2ccccc2O1)c1ccc([N+](=O)[O-])cc1` (stereo not given) gave hERG WT inh 0.5, GALK inh -3.0%, AT treatment 0.0%, Giardia killer -7.3, Tb PFK inh -5.1%, Coupling enz 0.6, CXXC DNA block 0.7%, TSHR antag -4.4, BCR signal inh 13.6% and TCR activator -7.1%.

As a working copy, 2 of the compounds above.
Screening Cc1ccc(C(=O)OCC(=O)NCC(F)(F)F)cc1C returned hERG WT inh -23.5, GALK inh 1.5%, AT treatment 4.3%, Giardia killer 4.1, Tb PFK inh 0.0%, Coupling enz 1.2, CXXC DNA block 24.2%, TSHR antag 3.1, BCR signal inh -0.6% and TCR activator -1.7%[46.1 µM].
For COc1ccc(S(=O)(=O)Nc2cc3c4c(oc3c3ccccc23)CCCC4=O)cc1 the results were hERG WT inh -8.1, GALK inh 0.6%, AT treatment -2.8%, Giardia killer 0.4, Tb PFK inh 2.8%, Coupling enz 5.6, CXXC DNA block -0.3%, TSHR antag 5.4, BCR signal inh inconclusive and TCR activator 2.5%.

Carrying on.
`COc1cccc(NC(=O)c2ccccc2N2C(=O)C3C4C=CC(C4)C3C2=O)c1` (stereo not given) gave hERG WT inh -10.9, GALK inh -4.4%, AT treatment -1.9%, Giardia killer -8.1, Tb PFK inh 2.1%, Coupling enz 0.3, CXXC DNA block -8.3%, TSHR antag 0.0, BCR signal inh 0.8% and TCR activator 3.8%.
Screening Cc1cccc(N(C(=O)c2csnn2)C(C(=O)NC2CCCC2)c2ccncc2)c1 (stereo not given) returned hERG WT inh -8.0, GALK inh 8.1%, AT treatment -5.8%, Giardia killer -5.1, Tb PFK inh -15.2%, Coupling enz -1.6, CXXC DNA block inconclusive, TSHR antag 38.9, BCR signal inh -14.7% and TCR activator -20.3%.
Screening COC(=O)CN(c1ccc2c(c1)OCO2)S(C)(=O)=O returned hERG WT inh 2.2, GALK inh -0.8%, AT treatment 0.0%, Giardia killer -2.5, Tb PFK inh 2.1%, Coupling enz 3.3, CXXC DNA block 5.9%, TSHR antag -5.4, BCR signal inh 0.0% and TCR activator -40.9%.
`COc1cc(CCC(=O)OCC(=O)NCc2ccc(Cl)cc2)cc(OC)c1OC` gave hERG WT inh 1.8, GALK inh 0.6%, AT treatment 2.8%, Giardia killer -5.0, Tb PFK inh 1.2%, Coupling enz -2.5, CXXC DNA block 5.2%, TSHR antag 1.5, BCR signal inh -1.0% and TCR activator 8.1%.
For CCOC(=O)C1=NNC2(c3ccc(Cl)cc3)C(=O)N(c3ccc(C)cc3)C(=O)C12 (stereo not given) the results were hERG WT inh 2.6, GALK inh 1.4%, AT treatment 0.2%, Giardia killer -2.0, Tb PFK inh -1.0%, Coupling enz 4.7, CXXC DNA block 6.4%, TSHR antag -11.7, BCR signal inh inconclusive and TCR activator 13.5%[46.1 µM].
For O=C(CSc1ccc([N+](=O)[O-])cc1)Nc1nnc(C2CC2)s1 the results were hERG WT inh -5.7, AT treatment 1.0%, Giardia killer -15.3, Tb PFK inh -1.7%, TSHR antag 0.9, BCR signal inh 0.5% and TCR activator -3.5%.
O=C(Nc1cccc2ccccc12)c1ccc(OC(=S)N2CCOCC2)cc1 was read as hERG WT inh -18.1, GALK inh 1.3%, AT treatment -2.3%, Giardia killer 9.7, Tb PFK inh 2.5%, Coupling enz -4.7, CXXC DNA block -10.2%, TSHR antag -2.3, BCR signal inh inconclusive and TCR activator 2.4%.
For Cc1ccc(S(=O)(=O)N(Cc2ccccc2)c2ccccn2)cc1[N+](=O)[O-] the results were hERG WT inh -4.4, GALK inh 2.9%, AT treatment 4.1%, Giardia killer 3.2, Tb PFK inh 0.3%, Coupling enz 3.0, CXXC DNA block -1.4%, TSHR antag -1.7, BCR signal inh 0.0% and TCR activator -1.9%.
Screening COc1ccc2c(C)cc(SCC#N)nc2c1 returned hERG WT inh -25.1, GALK inh 3.6%, AT treatment 22.0%, Giardia killer -7.5, Tb PFK inh 0.9%, Coupling enz -2.3, CXXC DNA block 3.8%, TSHR antag -0.7, BCR signal inh inconclusive and TCR activator 2.4%.
Screening Cc1ccc(S(=O)(=O)NC(CC(C)C)C(=O)N2CC(C)OC(C)C2)cc1 (stereo not given) returned hERG WT inh 16.4, GALK inh -2.8%, AT treatment 9.9%, Giardia killer -13.4, Tb PFK inh -6.6%, CXXC DNA block -8.6%, TSHR antag 27.9, BCR signal inh 6.7% and TCR activator 2.3%.
